Screens deposited in PubChem BioAssay by Sanford-Burnham Center for Chemical Genomics.
MPTP inh – permeability transition pore inhibition; isolated mouse mitochondria, Ca2+ swelling absorbance, 30 min; 1.4% of 360,000 active; inhibition, % at 10 µM; AID 602449;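 active means inhibition of 50% or more, scaled per plate between neutral and stimulator controls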;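 further: 0% = DMSO wells given calcium and 100% = 1 mM EGTA wells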
Active calls of the source: *. A portion of the library; rates above refer to the full screens.

MPTP inh,SMILES
-0.8,CCOC(=O)[C@]12CCC=C1N(Cc1ccco1)C(=O)[C@H](CC(=O)NCCc1ccccc1OC)C2
0.2,CC(O)(c1ccccc1)c1nc(/C=C/c2ccccc2)cs1 (stereo unspecified)
-1.5,CNC(=O)C[C@@H]1C(=O)N(Cc2ccccc2)CC1(C)C
1.3,COc1cccc(CNC(=O)[C@@H]2CCCN2C(=O)[C@H]2CCCCN2S(=O)(=O)c2ccc(OC)c(C)c2)c1
1.6,CC(=O)Nc1ccc(-c2ccnc3c2CC(C)(C(=O)Nc2ccccc2)O3)cc1 (stereo unspecified)
1.6,COC(=O)C1(C(=O)OC)C[C@H](/C=C/c2ccccc2)N(Cc2ccccc2OC)[C@@H]1c1ccc(F)cc1
0.4,O=C(c1[nH]c(C(F)(F)F)nc1-c1ccccc1)N1CCN(c2ccc(C(F)(F)F)cn2)CC1
1.5,CCCCNC(=O)C1(C)CCN1Cc1cc(C)ccc1C (stereo unspecified)
1.0,CCN(CC)Cc1nc2nc(Cl)c(Cl)nc2[nH]1
0.4,CC(=O)c1ccc(C2CC(OCCF)=CC(=O)O2)cc1 (stereo unspecified)
4.3,CC(C(=O)OCC(=O)Nc1ccccc1OC(F)F)N1C(=O)C2CC=CCC2C1=O (stereo unspecified)
-0.2,COc1cc(-c2cc(NC=O)c3ncc(-c4ccc(C(C)=O)cc4)n3c2)cc(OC)c1OC
-1.2,Cc1ccccc1C1(O)c2ccccc2-c2ccccc21
1.9,COc1cc(Cn2c3ccc(NC(=O)NCCc4ccccc4)cc3c(=O)n2C)ccc1F
-2.0,O=C1CN(CCN2CC(=O)N(Cc3ccccc3)C(=O)C2)CC(=O)N1Cc1ccccc1
-0.3,Cc1cc2oc(=O)cc(CN(C)Cc3ccccc3)c2cc1Cl
-1.5,CCOC(=O)[C@]12CCC=C1N(Cc1ccc3c(c1)OCO3)C(=O)[C@H](CC(=O)NCC13CC4CC(CC(C4)C1)C3)C2
-1.1,O=C(CC[C@H]1O[C@@H](n2ccc(=O)[nH]c2=O)[C@H](O)[C@@H]1O)NCc1cccc2ccccc12
-0.6,COc1cc2ccnc(C=O)c2cc1OC
0.0,CCCS(=O)(=O)NC(=O)C1(C)CCCN(C(=O)c2cccnc2Oc2ccccc2)C1 (stereo unspecified)
-2.9,Cc1ccc(S(=O)(=O)N(C)C[C@H]2Oc3cc(C#CC4CCCC4)ccc3S(=O)(=O)N([C@H](C)CO)C[C@H]2C)cc1
-0.4,OC[C@H]1O[C@@H](c2nc(-c3ccc4[nH]ccc4c3)no2)[C@H](O)[C@@H](O)[C@H]1O
-0.8,CC1(C(=O)NCc2ccccc2)CCC(=O)N1C1CC1 (stereo unspecified)
-1.0,CC(C)NC(=O)N[C@H]1C=C[C@H](CC(=O)NCc2ccc(Oc3ccccc3)cc2)O[C@@H]1CO
0.1,O=C(NC(=S)N1CCN(c2ccc(F)cc2)CC1)c1ccccc1

Single values from the results shown:
MPTP inh with `CC(=O)c1ccc(C2CC(OCCF)=CC(=O)O2)cc1` (stereo unspecified) : 0.4
MPTP inh with `CC1(C(=O)NCc2ccccc2)CCC(=O)N1C1CC1` (stereo unspecified) : -0.8
MPTP inh with `COc1cc2ccnc(C=O)c2cc1OC` : -0.6
MPTP inh with `CNC(=O)C[C@@H]1C(=O)N(Cc2ccccc2)CC1(C)C` : -1.5
MPTP inh with `OC[C@H]1O[C@@H](c2nc(-c3ccc4[nH]ccc4c3)no2)[C@H](O)[C@@H](O)[C@H]1O` : -0.4

The results go on.
MPTP inh,SMILES
0.2,CCCCN(C=O)c1c(CC)nc2ccc(C(=O)N3CCN(C(C)=O)CC3)cn12
1.1,CC(C(=O)NCc1ccccc1)n1c(-c2ccc3c(c2)CCO3)nc2ccccc21 (stereo unspecified)
-1.8,CCOC(=O)c1ccc(O)c(-n2cc3c(c2-c2ccccc2)c(=O)n(C)c(=O)n3C)c1
0.7,COCCNC(=O)C1(C)CCCN(Cc2ccccc2N(C)C)C1 (stereo unspecified)
-1.0,CC(=O)Nc1ccc(-c2ccnc3c2CC(C)(C(=O)NCc2ccco2)O3)cc1 (stereo unspecified)
1.6,COc1ccc(Cc2c(-c3ccccc3)nc3c4ccccc4ccn23)c(C)c1
2.5,CC1(C(=O)NS(=O)(=O)c2cccc(OC(F)F)c2)CCN1C(=O)c1ccccc1CCc1ccccc1 (stereo unspecified)
1.0,COc1ccc(-c2coc3c(C(=O)NCCN4CCOCC4)cccc23)c(C)c1
3.4,CC(C)NC(=O)c1ccc(COc2cccc3ccccc23)o1
-0.5,CCN(CC)CCNC(=O)CN1C(=O)CSc2ccc(S(=O)(=O)N3CCOCC3)cc21
1.0,CCCc1cc(=O)oc2cc(OCC(=O)NCCN3CCOCC3)c(Cl)cc12
-0.7,CCN(CC)c1ncnc2c1ncn2[C@H]1CN(Cc2ccccc2)C[C@@H](CO)O1
1.0,O=C1NC[C@@H](CCCCN2CCN(CCc3ccccc3)C(=O)C2=O)N(CCC2CCCCC2)C1=O
0.5,CCCCN(C=O)c1c(CC)nc2ccc(C(=O)NCCCn3ccnc3)cn12
1.2,COCCNc1ncnc2c1ncn2[C@H]1CN(Cc2cccs2)C[C@@H](CO)O1
-1.5,CC(=O)Nc1ccc(C(=O)N2c3ccccc3N=C(c3ccc4c(c3)OCO4)C2C(=O)NCc2ccccc2)cc1 (stereo unspecified)
-0.9,CCCCC(=O)N(C)c1c(C)nc2ccc(C(=O)N3CCNC(=O)C3)cn12
0.7,CCc1nc2ccc(C(=O)N(C)Cc3ccccc3)cn2c1N(C)Cc1ccc(OC)cc1
-3.9,CC1(C)CC[C@]2(C(=O)O)CC[C@]3(C)C(=CCC4[C@]56CC[C@@](O)(OC5)C(C)(C)C6CC[C@]43C)C2C1 (stereo partly specified)
-0.3,O=C(CSc1nc2cccc(F)c2c(=O)n1-c1ccccc1)Nc1ccc2c(c1)CCC2
-0.3,COc1ccc(-c2csc(NC(=O)CS(=O)(=O)c3ccccc3)n2)cc1OC
1.3,CCOC(=O)C1(C)CCCN(C(=O)Cc2ccc3ccccc3c2)C1 (stereo unspecified)
0.4,CC1=C(C(=O)OC(C)C)C(c2ccc(Cl)cc2)n2c(sc(=Cc3ccc(OCC(=O)O)cc3)c2=O)=N1 (stereo unspecified)
-2.0,CCOC(=O)C1=CCN(S(=O)(=O)c2ccc(C)cc2)C1c1ccc(Br)cc1 (stereo unspecified)
1.3,C[C@@H]1CN([C@H](C)CO)C(=O)CCCn2nncc2CO[C@H]1CN(C)S(C)(=O)=O

An excerpt of these results, field by field.
> CC1(C)CC[C@]2(C(=O)O)CC[C@]3(C)C(=CCC4[C@]56CC[C@@](O)(OC5)C(C)(C)C6CC[C@]43C)C2C1 (stereo partly specified)
  MPTP inh: -3.9

> O=C(CSc1nc2cccc(F)c2c(=O)n1-c1ccccc1)Nc1ccc2c(c1)CCC2
  MPTP inh: -0.3

> COc1ccc(-c2csc(NC(=O)CS(=O)(=O)c3ccccc3)n2)cc1OC
  MPTP inh: -0.3

> CCOC(=O)C1(C)CCCN(C(=O)Cc2ccc3ccccc3c2)C1 (stereo unspecified)
  MPTP inh: 1.3

Next compounds follow.
MPTP inh,SMILES
-0.7,CCOC(=O)[C@]12CCCC=C1N(CCC1=CCCCC1)C(=O)[C@H](CC(=O)N1CCC(c3ccccc3)CC1)C2
2.3,C=CCNc1nc(NCCOC)c2sc(-c3ccccc3)cc2n1
1.0,COc1ccc(NC(=O)[C@@H]2O[C@H](CO)[C@H](O)[C@H](O)[C@H]2O)cc1F
0.1,CC1(C(=O)Nc2cccc(Oc3ccccc3)c2)Cc2c(-c3ccccc3)ccnc2O1 (stereo unspecified)
-0.1,CC1(C(=O)NS(=O)(=O)Cc2ccccc2)CCN1C(=O)C1(c2ccc(Cl)cc2)CC1 (stereo unspecified)
-0.2,CCC(CC)C(=O)N(C)c1c(C)nc2c(OCc3ccc(Cl)cc3)cccn12
1.1,CC1(C(=O)NS(=O)(=O)c2ccccc2Cl)CCN1C(=O)Cc1ccc(Cl)cc1Cl (stereo unspecified)
-2.3,O=c1cc(CN2CCOCC2)c2ccccc2o1
0.5,COc1ccc(CN2C(=O)C(CC(=O)NC3CCCCC3)CC(C(=O)N(C)C)=C2C)cc1 (stereo unspecified)
-0.4,O=C(c1ccc(CS(=O)Cc2cccc(Cl)c2)o1)N1CCN(c2ccc(F)cc2)CC1 (stereo unspecified)
1.4,CNc1nc(Oc2ccc3sc(C)nc3c2)c2sccc2n1
4.5,Cc1ccc2ccc(C(Nc3ccccc3)c3ccc(Cl)cc3)c(O)c2n1 (stereo unspecified)
-0.4,O=C(NCc1ccncc1)C1Cc2c(-c3ccc4c(c3)OCO4)ccnc2O1 (stereo unspecified)
5.4,COc1ccc(F)cc1-c1cc(C(=O)Nc2cccnc2)[nH]n1
0.6,CN1CCN(C(=O)c2ccc(-c3cc4nc(NCc5cccnc5)n(C)c(=O)c4s3)cc2)CC1
-0.1,CCN1C(=O)[C@H]2[C@@H](c3ccc(C)cc3)N[C@]3(CCCN(Cc4ccc(Cl)cc4)C3=O)[C@H]2C1=O
6.3,Cc1ccc(NS(=O)(=O)c2ccc(-n3cccn3)cc2)c(Br)c1
-2.1,Cc1ccc2nc(-c3ccco3)c(Cc3ccccc3)n2c1
0.7,COc1ccccc1NS(=O)(=O)c1cc(N/C(=N/S(=O)(=O)c2ccccc2)c2ccc(F)cc2)ccc1Cl
-2.5,CC1(C(=O)NS(=O)(=O)C2CC2)CCCN(C(=O)c2cccs2)C1 (stereo unspecified)
-0.2,COc1ccc(OC)c(CN2C(=O)CN(S(C)(=O)=O)CC2(C)C(=O)NCc2ccccc2)c1 (stereo unspecified)
8.2,O=C(Nc1ccc(Cl)cc1)N[C@H]1CC[C@H](CCn2cc(-c3ccccc3F)nn2)O[C@@H]1CO
1.3,CC(C)NC(=O)C1(C)CCN1C(=O)C/C=C/c1ccccc1 (stereo unspecified)
26,Cc1cc(F)cc(-c2cc(C(=O)NCC3CCCCC3)[nH]n2)c1
0.2,COc1ccc(C=C2CS(=O)(=O)CC(=Cc3ccc(OC)cc3)C2=O)cc1
0.0,COc1ccccc1-c1cccc(-c2nc(C(=O)N3CCCCC3)cc3c2[C@H](CCO)N(S(=O)C(C)(C)C)C3)c1 (stereo partly specified)
0.3,CCCNC(=O)C1(C)CCN(C(=O)C2(c3ccc(Cl)cc3)CCCC2)C1 (stereo unspecified)
-0.2,COCCNC(=O)C1(C)CCCN(Cc2cc(C(F)(F)F)ccc2Cl)C1 (stereo unspecified)
-3.4,COc1ccc(-c2nc3ccc(Br)cn3c2Cc2ccccc2)cc1OC
-0.1,COc1ccc(C(=O)N2CCC2(C)C(=O)NC(C)C)cc1 (stereo unspecified)
-0.2,CN1CCN(C2CN(C3CCCCC3)S(=O)(=O)C2)CC1 (stereo unspecified)
-0.4,COC1=Nc2ccccc2/C=C\c2ccccc21
0.4,CCc1nc2ccc(C(=O)NCCCN3CCCC3=O)cn2c1N(C)C(=O)COc1ccccc1
-0.8,CCCCn1nnnc1C1(C)CCC(=O)N1Cc1cccc(F)c1 (stereo unspecified)
32,Fc1ccccc1CNc1nc(NCC2CC2)nc2ccsc12
-0.5,CCCCC[C@H](C)N1C[C@H](COCc2ccccc2)Oc2cc(N3CCC[C@H]3C(N)=O)ccc2S1(=O)=O
1.2,CCCS(=O)(=O)NC(=O)C1(C)CCN(C(=O)c2oc3ccccc3c2C)C1 (stereo unspecified)
-0.8,COC(=O)C[C@@H]1CC[C@@H](NS(=O)(=O)c2ccccc2OC)[C@@H](CO)O1
7.8,COc1ccc(CN2C(=O)CSCC2(C)C(=O)Nc2ccc3c(c2)OCCO3)cc1 (stereo unspecified)
2.8,COc1ccc(NC(=O)C(c2ccccc2F)n2c(=O)c(-c3cc4ccccc4[nH]3)nc3ccccc32)cc1 (stereo unspecified)
4.1,O=C(/C=C1\OCc2cc(OCc3ccccc3)ccc21)OCc1ccccc1
-0.1,COc1ccc(-c2coc3c(C(=O)NCc4cccs4)cccc23)c(C)c1
-0.7,CCOC(=O)[C@]12Cc3c(cc(OC)c(OC)c3OC)[C@H]1N(CCC(=O)OC)C(=O)c1cc(OC)ccc12
1.5,CC1C(c2ccccc2)OCCN1C(=S)NC(=O)c1ccccc1 (stereo unspecified)
-1.6,CCCC(C)(C)C(=O)N1CCC1(C)C(=O)Nc1ccc2c(c1)OCCO2 (stereo unspecified)
-2.7,Cc1ccc(NC(=O)c2cc(S(=O)(=O)NCC3CCCO3)ccc2F)cc1 (stereo unspecified)
0.5,CCOC(=O)/C=C/c1cccc(OC)c1O
1.7,Cc1cccc(C)c1NC(=O)C(c1ccccc1OC(F)(F)F)N1CCC(c2ccccc2)CC1 (stereo unspecified)
-0.8,NC(=O)c1ccc(NC(=O)COC(=O)CCC2CCCC2)cc1
1.5,COc1ccc([N+](=O)[O-])cc1NCc1c(F)cccc1F

Continued.
MPTP inh,SMILES
-1.8,O=S1(=O)CC(N2CCCCC2)CN1Cc1cn(Cc2cccc(C(F)(F)F)c2)nn1 (stereo unspecified)
-1.9,COc1ccc(NC(=O)C[C@H]2C(=O)N(c3ccc(Br)cc3)C[C@@H]2c2ccc(OC)cc2)cc1
-0.6,CCCCN1C(=O)C(CC(=O)NC2CC2)CC(C(=O)N2CCOCC2)=C1C (stereo unspecified)
0.9,COc1ccc(C(=O)N2CCC2(C)C(=O)O)cc1C(F)(F)F (stereo unspecified)
-0.8,CC(C)n1c(=O)c2ccccc2n1Cc1cn(Cc2cccs2)nn1
-0.4,COCOc1cccc(CN2CCC(C)(Oc3cccc(OC)c3)C2)c1 (stereo unspecified)
0.5,CCNC(=O)N1C[C@H]2CON(C)[C@H]2C[C@H]1c1ccccc1Br
-1.8,CC1(C(=O)NS(=O)(=O)C2CC2)CCCN(C(=O)COc2ccc(Cl)cc2Cl)C1 (stereo unspecified)
-1.4,C[C@@H]1CN([C@H](C)CO)C(=O)c2c(c3ccccc3n2C)-c2ccccc2CO[C@H]1CN(C)C(=O)CCC(F)(F)F

Ordered by the number under MPTP inh (rising): 5 from the list above.
MPTP inh,SMILES
-1.8,O=S1(=O)CC(N2CCCCC2)CN1Cc1cn(Cc2cccc(C(F)(F)F)c2)nn1 (stereo unspecified)
-1.4,C[C@@H]1CN([C@H](C)CO)C(=O)c2c(c3ccccc3n2C)-c2ccccc2CO[C@H]1CN(C)C(=O)CCC(F)(F)F
-0.8,CC(C)n1c(=O)c2ccccc2n1Cc1cn(Cc2cccs2)nn1
-0.6,CCCCN1C(=O)C(CC(=O)NC2CC2)CC(C(=O)N2CCOCC2)=C1C (stereo unspecified)
-0.4,COCOc1cccc(CN2CCC(C)(Oc3cccc(OC)c3)C2)c1 (stereo unspecified)
